Screening results from PubChem.
GRK2 aptamer HTS = human GRK2 inhibition via aptamer displacement; P25098; bead flow cytometry, FAM-aptamer displacement from GRK2; inhibition of aptamer binding, % at 10 µM; 330,000 tested, 0.59% active; AID 488847;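 active means inhibition of aptamer binding above 40%, roughly 3 SD of noise, on plates passing a quality check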;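 further: median bead fluorescence of bound FAM aptamer so fluorescent compounds give negative values; no value below 0 was filed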
Target sequence (P25098 whole entry, looked up): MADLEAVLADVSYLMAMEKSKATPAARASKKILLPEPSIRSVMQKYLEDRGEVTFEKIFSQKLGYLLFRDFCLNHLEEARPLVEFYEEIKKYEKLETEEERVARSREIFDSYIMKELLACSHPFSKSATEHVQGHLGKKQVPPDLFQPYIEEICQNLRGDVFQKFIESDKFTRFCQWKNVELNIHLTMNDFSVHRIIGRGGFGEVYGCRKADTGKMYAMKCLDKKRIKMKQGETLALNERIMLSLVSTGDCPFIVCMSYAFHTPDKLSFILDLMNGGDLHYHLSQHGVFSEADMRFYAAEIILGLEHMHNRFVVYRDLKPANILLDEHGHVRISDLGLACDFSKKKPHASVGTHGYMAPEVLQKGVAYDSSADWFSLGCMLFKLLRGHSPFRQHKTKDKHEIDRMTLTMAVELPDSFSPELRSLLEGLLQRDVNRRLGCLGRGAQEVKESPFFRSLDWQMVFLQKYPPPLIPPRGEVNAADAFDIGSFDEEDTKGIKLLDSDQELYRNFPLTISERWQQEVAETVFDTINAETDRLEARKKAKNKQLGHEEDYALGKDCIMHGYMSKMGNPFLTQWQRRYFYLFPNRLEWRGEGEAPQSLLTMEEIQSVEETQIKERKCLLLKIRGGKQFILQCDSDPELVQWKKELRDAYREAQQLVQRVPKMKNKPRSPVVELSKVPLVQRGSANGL
AGP1 TOR yeast = modulators of TOR pathway AGP1-GFP in S. cerevisiae; S. cerevisiae AGP1-GFP multiplex flow cytometry, 3 h; GFP as percent of DMSO wells; GFP response vs DMSO, % at 10 µM; 320,000 tested, 0.02% active; AID 2066;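 active means GFP response relative to DMSO above a set limit, near screen average plus 3 SD, cut at about 150% in these data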;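 further: median GFP channel fluorescence of the gated AGP1 strain per well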
VLA-4 inh = inhibition in a human VLA-4 binding assay; VLA-4 expressing cells, ligand binding flow cytometry; inhibition, % (about 7 µM as worked out from the volumes in the protocol); 330,000 tested, 0.2% active; in the data active means inhibition above about 50%
MEP2-GFP yeast = alters MEP2-GFP fluorescence in TOR pathway yeast screen | S. cerevisiae MEP2-GFP strain, flow cytometry GFP, 3 h; 100% = DMSO control level | GFP response vs DMSO, % at 10 µM | 330,000 tested, 0.51% active | AID 2016;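 active means GFP response versus DMSO above a set limit, roughly screen mean plus 3 SD, cut at about 180% in these data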;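 further: median GFP fluorescence of the barcode-gated MEP2-GFP cells per well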
RPL19A-GFP yeast = alters RPL19A-GFP fluorescence in TOR pathway yeast screen | S. cerevisiae RPL19A-GFP strain, flow cytometry, 3 h; active compounds read low | percent response vs DMSO, % at 10 µM | AID 2025 | 330,000 tested, 0.3% active;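 active means percent response vs DMSO below 50%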;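 further: median channel GFP fluorescence of the barcoded RPL19A-GFP strain; ratio of sample median GFP to plate DMSO average so 100% = DMSO; lower means less RPL19A-GFP as with rapamycin TOR inhibition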
Yeast superoxide = yeast age-related superoxide inhibition as caloric restriction mimetic | 330,000 tested, 0.18% active | S. cerevisiae aged cells, superoxide DHE fluorescence; active compounds read low | superoxide response (% of plate mean), % at 10 µM | AID 2690;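 active means superoxide response under a set limit, about three screen SD below normal, cut at about 65% in these data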;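 further: yeast aged for seven days with compound at 30 °C before DHE staining; 100% = average MFI of all compound-treated wells on the plate with controls excluded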
LAP4 TOR yeast = modulators of TOR pathway LAP4-GFP in S. cerevisiae. S. cerevisiae LAP4-GFP multiplex, flow cytometry GFP, 3 h; median GFP as percent of DMSO wells. GFP response vs DMSO, % at 10 µM. 320,000 tested, 0.34% active. AID 2023;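 active means GFP response vs DMSO above a set limit, about the screen mean plus 3 SD, cut at about 150% in these data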
CIT2-GFP yeast = yeast TOR pathway CIT2-GFP modulation | GFP response vs DMSO, % at 10 µM | S. cerevisiae CIT2-GFP strain, flow cytometry, 3 h; 100 means same as DMSO wells | 320,000 tested, 0.065% active;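 active means GFP response relative to DMSO above a set limit, near the screen mean plus 3 SD, cut at about 150% in these data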;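 further: ratio of well median GFP fluorescence to mean of DMSO wells on the plate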
Starred values were filed as active, the others as inactive; i = inactive; . = not tested or not shown.

mol	GRK2 aptamer HTS	AGP1 TOR yeast	VLA-4 inh	MEP2-GFP yeast	RPL19A-GFP yeast	Yeast superoxide	LAP4 TOR yeast	CIT2-GFP yeast
O=c1c2ccccc2nc(SCc2nnc(-c3ccccc3)o2)n1-c1ccc(F)cc1F	4.0	103.5	0.8	111.7	104.5	103.4	113.1	104.8
CC(=O)c1cc(-c2ccc(F)cc2)n(CCC(=O)NC(C)(C)C)c1C	0.0	102.5	i	95.7	97.7	117.5	92.0	99.3
CCOC(=O)c1cn2nc(Oc3cccc(F)c3)ccc2n1	3.0	101.5	14.8	97.1	97.6	109.3	112.3	95.8
CCc1ccc(-c2nc(-c3ccncc3)no2)cc1	0.0	98.5	18.5	95.2	96.3	97.5	104.9	95.1
Fc1ccc(CN(Cc2ccccc2)C(c2cccs2)c2nnnn2C2CCCCC2)cc1 (stereo unspecified)	4.0	100.2	0.3	102.3	97.2	84.8	95.5	100.1
O=C(O)/C=C/c1ccc2c(c1)OCCO2	0.0	120.8	8.1	103.6	103.0	93.4	83.5	96.7
CCN1CCN(C(=O)c2nn(-c3ccccc3)c(=O)c3ccccc23)CC1	2.0	92.3	4.0	99.4	93.8	96.4	97.1	95.5
CCCCn1c(=O)c(CCC(=O)OCC(=O)NCc2ccc(OC)c(OC)c2)nc2ccccc21	0.0	105.2	0.5	94.8	98.0	98.4	106.3	95.0
Cc1ccccc1C(O)c1cccnc1 (stereo unspecified)	3.0	94.0	-3.5	104.4	99.9	100.4	110.5	92.8
CN(C)S(=O)(=O)c1ccc(C(=O)NCc2ccccn2)cc1	0.0	90.8	-9.7	96.2	86.4	94.2	94.5	.
Cc1cccc(Nc2ncnc(N)n2)c1	0.0	95.4	-3.3	96.6	95.2	89.4	99.2	99.0
CCCCn1c(=O)[nH]c(=O)c2c1nc(CN(C)Cc1cccc(OC)c1OC)n2CCC	1.0	95.8	-5.7	98.8	98.6	110.7	89.8	92.8
C[C@@]12CC(=O)NC1N(C(=O)c1ccccc1)C(c1ccccc1OC(=O)c1ccccc1)C2 (stereo partly specified)	0.0	100.7	-24.4	104.4	98.7	98.4	97.3	105.0
CNC(=O)c1ccc(-c2cc(C(F)(F)F)nn2C)s1	1.0	106.3	9.1	102.7	97.6	98.6	110.0	96.7
O=C(NC1CCCC1)C1=COCCO1	1.0	105.7	-0.4	103.0	102.4	128.4	98.3	109.3
O=C(N/N=C/c1ccc(Br)s1)c1cccc([N+](=O)[O-])c1	0.0	99.2	18.4	108.2	99.7	100.0	92.4	98.6
CC(=O)c1nn(-c2cccc(Br)c2)cc1C(=O)c1ccc(Br)cc1	0.0	105.7	26.2	101.0	100.2	87.3	94.3	101.8
COc1ccc(S(=O)(=O)N2CCCCC2)cc1NC(=O)CCOc1cc(C)ccc1C	1.0	88.1	17.8	96.0	97.9	107.9	102.0	85.9
Cc1cc(C)n2nc(C(=O)OCC(=O)NC(=O)c3ccccc3)nc2n1	2.0	107.8	1.5	105.7	102.4	86.9	101.8	99.3
O=C(OCc1cc(=O)n2ccsc2n1)C1(c2ccc(Cl)cc2)CC1	14.0	105.6	0.0	110.3	103.3	92.3	124.1	87.0
Cc1cccc(N2CCN(C(=O)c3ccc(Cl)c(S(=O)(=O)NCc4ccco4)c3)CC2)c1C	16.0	88.7	-15.5	98.7	96.8	102.0	105.3	97.4
O=C(O)COc1ccc(/C=N/NC(=O)/C(=C/C=C/c2ccccc2)NC(=O)c2ccccc2)cc1	0.0	100.5	3.3	114.1	106.0	100.7	95.3	107.7
Cc1csc2nc(SCC(=O)Nc3ccccc3F)[nH]c(=O)c12	1.0	96.8	-4.4	96.2	100.0	107.8	88.3	93.5
COc1ccc(-c2csc(N(CCCN(C)C)C(=O)c3ccc(C)cc3)n2)cc1	0.0	100.4	7.1	102.1	99.7	99.7	94.4	100.1

Some entries already given, showing only MEP2-GFP yeast:
SMILES	MEP2-GFP yeast
O=C(NC1CCCC1)C1=COCCO1	103.0
O=C(N/N=C/c1ccc(Br)s1)c1cccc([N+](=O)[O-])c1	108.2

Next compounds.
mol	GRK2 aptamer HTS	AGP1 TOR yeast	VLA-4 inh	MEP2-GFP yeast	RPL19A-GFP yeast	Yeast superoxide	LAP4 TOR yeast	CIT2-GFP yeast
Cc1nn(-c2ccccc2)c(N)c1Sc1cccc([N+](=O)[O-])c1	0.0	99.9	-0.2	101.0	104.5	108.7	99.2	98.5
Cc1cc(=O)[nH]c(Nc2ccc(C(=O)OC(C)C)cc2)n1	1.0	99.7	-7.7	105.0	99.6	100.9	98.5	101.3
CN(C)c1ccc(C(=S)N2CCCCC2)cc1Br	1.0	96.1	5.5	93.4	91.7	96.2	98.2	90.6
CS(=O)(=O)N(Cc1ccccc1)c1ccc(C(=O)Nc2ccccc2Sc2ccccc2)cc1	4.0	95.3	-9.2	100.8	95.9	109.7	98.2	95.2
COc1ccc(Sc2nc(-c3ccccc3)ncc2C(=O)O)cc1	4.0	89.8	-8.6	93.6	91.0	102.7	97.7	.
O=c1ccc2cc3c4c(c2o1)CCCN4CCC3	6.0	99.9	-27.9	136.6	100.1	87.0	135.2	92.8
CCOc1ccc(C(CC(=O)O)NC(=O)c2ccco2)cc1OC (stereo unspecified)	2.0	99.1	-1.8	100.1	96.4	105.2	96.2	99.8
CCOC(=O)c1c(NC(=O)c2ccccc2Br)sc2c1CCc1ccccc1-2	0.0	109.2	7.8	107.8	105.8	90.0	114.8	102.0
COc1ccccc1NC(=O)c1cc(C(=O)O)ccc1C(=O)O	0.0	99.8	-9.4	98.0	100.8	90.8	103.1	98.8
CC(=O)Nc1ccc(NCC(=O)c2ccccc2)cc1	2.0	98.1	12.3	91.5	98.7	93.3	108.0	96.3
Cc1ccc(N2CN(Cc3ccco3)CNC2=S)cc1	0.0	99.9	10.6	105.4	95.2	98.0	124.5	90.7
Cc1nnc(SCC(=O)NC2CCCCC2)[nH]c1=O	2.0	91.4	7.7	92.7	90.7	93.4	91.5	96.2
COc1ccccc1CCNS(=O)(=O)c1c(C)n(C)c(=O)n(C)c1=O	1.0	94.3	-13.6	95.5	96.9	86.6	94.2	94.8
O=C1C=C(NCC2CCCO2)C2(CCCCC2)O1 (stereo unspecified)	2.0	101.6	5.2	93.8	100.3	135.6	105.0	94.9
Cc1ccc(OCC(=O)N2CCN(S(=O)(=O)c3ccc4c(c3)OCCO4)CC2)c(C)c1	2.0	99.1	0.0	99.8	99.1	93.4	100.0	95.9
CC(C)(C)CN1C(=O)C(=O)NC[C@H]1Cc1ccc(O)cc1	0.0	91.1	-4.1	102.2	99.7	98.5	101.6	85.9
CCCc1nc2ccccc2c(C(=O)OCc2nnc(-c3cc(OC)c(OC)c(OC)c3)o2)c1CC	41.0*	100.1	2.8	106.9	98.4	100.7	100.9	97.2
CC(=O)Nc1ccc(N(CC(=O)NC2CCCC2)C(=O)CCC(=O)Nc2cc(C)on2)cc1	1.0	102.8	-3.4	107.4	103.8	106.5	91.2	104.1
CC(C)(C)OC(=O)C(Cc1ccc(OC(C)(C)C)cc1)NC(=O)CNC(=O)OCc1ccccc1 (stereo unspecified)	1.0	102.7	-19.7	103.4	104.1	108.6	99.0	103.5
Fc1ccc(-c2cc(C(F)(F)F)nc(-n3cncn3)n2)cc1	0.0	99.0	4.9	100.7	97.9	104.5	102.3	105.3
Cc1ccc(C(c2nnnn2CCc2ccccc2)N2CCC(C)CC2)cc1 (stereo unspecified)	0.0	105.2	-7.5	96.1	103.9	101.8	105.9	98.3
Cc1cccc(C)c1OC(=O)CCN1C(=O)C2C3C=CC(C4CC34)C2C1=O (stereo unspecified)	0.0	90.8	8.2	104.2	102.5	103.7	77.0	97.1
O=C1COC(c2ccccc2)C2CCCCN12 (stereo unspecified)	0.0	102.9	3.5	110.7	106.5	101.2	102.3	110.4
O=C1/C(=C\c2cccc([N+](=O)[O-])c2O)SC(=S)N1Cc1ccccc1	22.0	99.9	-119.8	103.3	103.1	67.7	102.2	97.0
O=C(CNc1cccc(S(=O)(=O)N2CCOCC2)c1)N1CCc2ccccc21	2.0	89.3	.	96.0	93.5	103.5	97.1	84.5
CC(NC(=O)OC(C)(C)C)C(=O)N1CCCC1C(=O)NC(Cc1ccccc1)C(N)=O (stereo unspecified)	1.0	92.5	0.1	94.5	94.8	109.4	95.5	91.4
CCCCCC(=O)Nc1cccc(C2=NOC3(C2)C[C@@H](C(N)=O)N(C(=O)CC(c2ccccc2)c2ccccc2)C3)c1 (stereo partly specified)	0.0	98.2	1.3	101.7	108.8	89.9	124.6	103.0
CCCn1nc(C(=O)N2CCc3ccccc3C2)c2ccccc2c1=O	0.0	104.9	-7.0	105.3	99.5	105.9	107.1	105.5
NC(=O)COC(=O)c1cc(S(=O)(=O)N2CCN(c3ccccc3)CC2)ccc1Cl	1.0	102.5	9.5	99.1	101.1	88.5	102.3	97.1
CCC(NC(=O)Nc1nccs1)(C(F)(F)F)C(F)(F)F	0.0	92.6	-2.7	94.5	93.9	107.6	96.3	95.7
CCc1nnc(NC(=O)Cn2ccc(C(F)(F)F)n2)s1	1.0	93.8	-1.1	93.7	94.4	102.7	93.1	100.8
CCC(C)(C)C(=O)Nc1ccc(C(N)=O)cc1	0.0	117.8	10.8	104.2	104.9	88.0	103.4	112.2
COCCNc1nc(NCc2ccccc2)c2cnn(C)c2n1	1.0	105.9	6.7	96.0	100.1	98.3	98.9	99.0
Brc1cccc(CN2CCCCCCC2)c1	0.0	103.2	6.2	102.6	98.3	104.7	94.2	97.1
COc1ccccc1CNC(=O)CN1C(=O)C(C)N(c2ccc(C)cc2)C1=O (stereo unspecified)	1.0	102.9	-2.8	98.4	96.3	96.1	97.8	95.0
Cc1c(OCC(=O)NC2CCN(Cc3ccccc3)CC2)ccc2c3c(c(=O)oc12)CCC3	0.0	101.9	17.2	103.4	101.5	99.0	95.7	102.8
COc1ccc(CCN2CC(C(=O)NCc3nc(C)c(C)s3)CCC2=O)cc1 (stereo unspecified)	8.0	110.8	10.6	95.0	108.6	98.6	96.5	106.0
COc1ccc(OC)c(C(=O)NC(CC(N)=O)c2ccc(N3CCN(c4ccc(F)cc4)CC3)c([N+](=O)[O-])c2)c1 (stereo unspecified)	2.0	86.3	-6.3	86.8	98.2	98.5	118.8	84.8
CCOc1ccc(Cc2nnc(SCC(N)=O)n2C)cc1	0.0	.	1.1	98.4	97.4	96.3	94.5	95.6
COc1ccc(CCNC(=O)COC(=O)/C=C/c2cccs2)cc1OC	1.0	95.1	12.5	105.9	96.3	108.6	95.1	96.5
COc1ccc(C)cc1-n1ccn(CC(=O)Nc2ccc(Br)cc2F)c(=O)c1=O	1.0	103.6	-2.4	95.7	96.6	69.8	101.6	97.8
COc1ccc(NC2CCCN(C(=O)CCN3CCOCC3)C2)cc1 (stereo unspecified)	2.0	97.4	2.3	87.3	95.9	106.7	86.4	98.8
COc1cccc(C(C)NC(=S)NCc2ccc(Cl)cc2)c1 (stereo unspecified)	0.0	93.4	0.4	93.9	92.3	101.0	108.4	97.2
COc1ccccc1NCC(=O)NN=C1CCS(=O)(=O)c2ccc(F)cc21	2.0	104.2	-12.0	105.8	100.9	90.6	105.8	103.0

Rows were taken by chance. About 1.7% of those tested had a hit in this group.
